Source: PubChem
PKM2 act: qHTS Assay for Activators of Human Muscle isoform 2 Pyruvate Kinase; purified PKM2, Kinase-Glo ATP luminescence, activation; response scale: 0% is enzyme alone, no compound; Potency, µM (doses to about 57.5 µM), for inactives: at the top dose activation, actives largely listed as activators; hit rate 0.34% among 260,000; AID 1631, 2009; further: potency means the concentration at half of the fitted maximal effect; nearly all actives have a fitted effect of over 55% in size
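Purified hPK-M2 (>95%) run at intermediate activity with 0.1 mM ADP and 0.5 mM PEP in 50 mM imidazole pH 7.2, KCl, MgCl2; 1 h room temperature. ATP formed read by Kinase-Glo luminescence; normalized to uninhibited and no-enzyme controls.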
uPA surface inh: qHTS for Inhibitors of Cell Surface uPA Generation. cell surface uPA generation assay, qHTS. Potency, µM (highest dose often 38.3 µM), inactives show top-dose activity change, negative = inhibition, usual class: inhibitors. hit rate 0.31% among 330,000; active means well fitted inhibition curve with a large enough effect; inconclusive means small, poorly fitted or top-dose-only effect; inactive means no such curve, though single readings can be large or run the other way; tested in mouse RAW 264.7 cells; further: potency means the concentration at half of the fitted maximal effect; nearly all actives have a fitted effect of over 55% in size
Eya2 phos inh: qHTS Assay for Inhibitors of the Phosphatase Activity of Eya2; AID 488837, 2010; Potency, µM (titrated, usually from 76.9 µM), inactives show at the highest dose activity, negative = inhibition, usual class: inhibitors; recombinant Eya2, OMFP fluorescence dephosphorylation (OMFP is methylfluorescein phosphate); Protein phosphatase EYA2 (Homo sapiens), O00167; hit rate 0.006% among 330,000; further: potency means the concentration at half of the fitted maximal effect
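Eya2 protein (added as 0.2 uM solution) was preincubated with compound for 10 min at ambient temperature in 50 mM HEPES pH 7.5, 50 mM NaCl, 5 uM MgCl2, 0.05% BSA, 1 mM DTT. OMFP (added at 50 uM) then reacted 10 min; fluorescence read at 485/525 nm.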
Coupling enz: qHTS Assay for Inhibitors of Fructose-1,6-bisphosphate Aldolase from Giardia Lamblia: Coupling assay counterscreen. coupling enzyme system counterscreen, AmpLite Red fluorescence. activity change, negative = inhibition, % at 58.2 µM, hits read low. hit rate 0.67% among 290,000. AID 2472, 2010; in the data active means activity change below about -30%
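Counterscreen of the coupled detection system alone, without aldolase: glyceraldehyde-3-phosphate coupling enzymes plus AmpLite Red readout. Compounds at 57.5 uM final, 10 min RT preincubation, 20 min RT reaction, fluorescence 525/598 nm.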
KCNH2 3.1 inh: qHTS for Inhibitors of KCHN2 3.1: Mutant qHTS. activity change, % (tested at about 1.8 µM). Potassium voltage-gated channel subfamily H member 2, brain isoform KCNH2 3.1 (human). U2OS KCNH2 3.1, thallium flux FluxOr; stronger effect = lower value. hit rate 0.95% among 340,000;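 active means maximum activity change below -70%; inconclusive means maximum activity change from -70% to -50%; inactive means maximum activity change above -50%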;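 further: thallium influx rate constant from kinetic fluorescence after stimulation buffer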
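Kinetic fluorescence (2 min after stimulation buffer) measures Tl+ influx through KCNH2 3.1 expressed by viral transduction in U2OS cells; the rate constant is normalized against DMSO controls serving as positive and negative references.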
USP2a inh: qHTS Assay for Inhibitors of Ubiquitin-specific Protease USP2a Using CHOP2 as the Reporter; Ubiquitin carboxyl-terminal hydrolase 2 (Homo sapiens), O75604; USP2 core, Ub-CHOP2 coupled fluorogenic reporter, 485/531; Potency, µM (series often up to 38.3 µM), for the others: at the top dose activity change, negative = inhibition, hits mostly inhibitors; hit rate 0.01% among 330,000;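 further: potency means the concentration at half of the fitted maximal effect; plate controls were DMSO wells for no effect and full inhibition by NEM control for full effect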
Target sequence (O75604 whole entry, looked up): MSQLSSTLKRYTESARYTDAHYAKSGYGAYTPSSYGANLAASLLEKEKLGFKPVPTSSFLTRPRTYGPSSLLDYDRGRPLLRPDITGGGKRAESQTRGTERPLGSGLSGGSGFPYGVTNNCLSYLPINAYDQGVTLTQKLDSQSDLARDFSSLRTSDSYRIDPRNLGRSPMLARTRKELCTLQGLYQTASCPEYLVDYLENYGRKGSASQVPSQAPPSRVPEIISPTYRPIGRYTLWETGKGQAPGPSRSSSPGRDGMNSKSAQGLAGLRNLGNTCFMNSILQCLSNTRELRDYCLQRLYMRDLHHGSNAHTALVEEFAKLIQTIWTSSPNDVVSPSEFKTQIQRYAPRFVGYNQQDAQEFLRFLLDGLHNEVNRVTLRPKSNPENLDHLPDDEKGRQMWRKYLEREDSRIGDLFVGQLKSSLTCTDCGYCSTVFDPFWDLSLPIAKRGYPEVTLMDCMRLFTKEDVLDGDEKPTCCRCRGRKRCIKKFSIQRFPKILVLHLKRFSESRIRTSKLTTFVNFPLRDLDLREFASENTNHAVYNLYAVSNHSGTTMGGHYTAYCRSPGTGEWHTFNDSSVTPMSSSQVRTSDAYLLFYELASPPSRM
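Cell-free coupled assay: 10nM USP2 core preincubated 30min RT with compound in Tris-HCl pH 8.0/CaCl2/CHAPS buffer, then 25nM Ub-CHOP2 and 25nM reporter substrate; fluorescence (Ex 485/Em 531) read after 60min RT, normalized to NEM inhibition, concentration-response curves fitted.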
B2AR arrestin: qHTS assay of beta-arrestin-biased ligands of beta2-adrenergic receptor; AID 492947, 2010; hit rate 0.02% among 330,000; Beta-2 adrenergic receptor (Homo sapiens), P07550; Potency, µM (doses to about 46.1 µM), for the others: top-dose activation, hits mostly activators; beta-arrestin recruitment to beta2AR, cell-based reporter;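 further: potency means the concentration at half of the fitted maximal effect; 0% = DMSO controls and full agonism = EC100 isoproterenol or metaproterenol; nearly all actives have a fitted effect of over 65% in size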
BCR signal inh: qHTS Assay to Find Inhibitors of Chronic Active B-Cell Receptor Signaling; Potency, µM (highest dose often 46.1 µM), for inactives: at the top dose ratio change, negative = lower green/red ratio, usual class: inhibitors; AID 493014, 2011; hit rate 0.05% among 340,000; ABC-DLBCL IkBa-CBG/CBR reporter, luminescence ratio, 4 h; active means well fitted inhibition curve with a large enough effect in the signal ratio, with a control signal flat, not every such curve was filed as active; inconclusive means small, poorly fitted or top-dose-only effect, or effect the other way, or a change in a side signal; the % refers to the signal ratio;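 further: potency means the concentration at half of the fitted maximal effect; plate controls were basal doxycycline-induced cells for no effect and cells given 10 µM MG132 for full effect; MG132 reads +100%, hits lower the ratio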
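Compounds up to 46 uM were incubated four hours with TMD8 cells whose green CBG68 luciferase is fused to IkappaBalpha; red CBR luminescence normalised the signal, and concentration-effect curves were fitted to fusion, red and ratio data.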
Giardia kill: Small Molecules that selectively kill Giardia lamblia: qHTS; Giardia lamblia trophozoite viability; activity change, % at 7.66 µM, hits read low; hit rate 0.15% among 340,000; in the data active means activity change below about -80%; inconclusive means between about -30% and that limit;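 further: parasites exposed to compound for two days anaerobically before the ATP read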
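Each well holds 100 Giardia trophozoites and compound. After two days (48 hrs) at 37 deg C in anaerobic conditions, ATP is quantified by luminescence.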
GALK inh: qHTS Assay for Inhibitors of Human Galactokinase (GALK). Purified GALK, Kinase-Glo residual ATP luminescence. Potency, µM (top dose mostly 57.5 µM), for inactives: top-dose activity change, negative = inhibition, actives largely listed as inhibitors. hit rate 0.007% among 270,000. AID 1868, 2009; further: potency means the concentration at half of the fitted maximal effect
Target sequence (P51570 whole entry, looked up): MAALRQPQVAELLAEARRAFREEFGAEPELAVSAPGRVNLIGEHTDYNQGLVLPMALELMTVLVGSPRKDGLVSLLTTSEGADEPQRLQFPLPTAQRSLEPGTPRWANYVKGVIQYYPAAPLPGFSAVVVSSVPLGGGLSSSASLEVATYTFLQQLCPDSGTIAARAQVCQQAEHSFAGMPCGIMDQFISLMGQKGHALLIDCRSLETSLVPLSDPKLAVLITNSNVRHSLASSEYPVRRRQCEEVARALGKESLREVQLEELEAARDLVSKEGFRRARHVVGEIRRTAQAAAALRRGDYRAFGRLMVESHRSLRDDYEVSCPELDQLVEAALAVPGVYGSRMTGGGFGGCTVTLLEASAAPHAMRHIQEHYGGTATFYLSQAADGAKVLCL
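GALK at 5 nM final was combined with compound, 35 uM ATP and 100 uM galactose in HEPES pH8.0 with MgCl2 and DTT. The reaction ran one hour at room temperature before luminescent ATP detection.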
KCNH2 WT inh: qHTS for Inhibitors of KCHN2 3.1: Wildtype qHTS | AID 720551, 2013 | activity change, % at 1.84 µM | U2OS, BacMam KCNH2, thallium flux FluxOr; stronger effect = lower value | hit rate 0.37% among 340,000;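 active means maximum activity change below -70%; inconclusive means maximum activity change between -70% and -50%; inactive means maximum activity change above -50%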
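U2OS cells transduced with wild-type KCNH2 virus are loaded with FluxOr dye for 45 min, and thallium flux is measured in kinetic reads before and after stimulation buffer. Rate constants are normalized to DMSO controls.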
Numbers without * were called inactive; ? = inconclusive; · = not tested or not shown; [ ] = remark or other dose. Unless noted, the call rests on the fitted dose curve; in most records, active means well fitted curve in the direction sought with a large enough effect; inconclusive means small, poorly fitted or top-dose-only effect, or another doubt; inactive means no such curve, though single readings can be large; an effect the other way counts as inactive or inconclusive. Unless noted, on the % scale 0 is the no-effect control and ±100 the full control effect.

item	SMILES	PKM2 act	uPA surface inh	Eya2 phos inh	Coupling enz	KCNH2 3.1 inh	USP2a inh	B2AR arrestin	BCR signal inh	Giardia kill	GALK inh	KCNH2 WT inh
1	Cc1cc2oc(C(=O)N(Cc3ccco3)C3CCS(=O)(=O)C3)cc(=O)c2cc1Cl (configuration not stated)	5%	-2%	-5%	0	3	-2%	-0.4%	-2%	-3	1%	-9
2	CC(C)(C)NC(=O)Nc1cccc(Cl)c1Cl	2%	-4%	-1%	-2	-18	0%	-0.4%	7%	3	-2%	-2
3	CCOC(=O)NCc1ccc(S(=O)(=O)Nc2ccccc2C)cc1	0%	-2%	-1%[15.4 µM]	2	-8	2%	0.1%	-5%	6	1%	1
4	Brc1ccc(-c2nn[nH]n2)cc1	11%	3%	0%	15	0	-1%	-0.7%	?	-21	0%	10
5	O=C(O)c1cc2c(o1)CCC/C2=N\O	-4%	-1%	-10%	0	-13	1%	-0.4%	0%	-13	-2%	-13
6	CC(O)CNc1nc2c(c(=O)n(C)c(=O)n2C)n1C/C=C/c1ccccc1 (configuration not stated)	-4%	-7%	3%	0	4	1%	-0.5%	-1%	-14	2%	3
7	O=C(Nc1ccc(F)cc1)Nc1nnc(-c2ccco2)s1	-5%	4%	-8%	0	6	0%	0.0%	?	1	-1%	10
8	Cc1cccc(NC(=O)CSc2nc(N)c(NC(=O)c3cccs3)c(=O)[nH]2)c1	2%	-20%	-9%	9	-4	2%	-3.6%	0%	11	·	3
9	CC1CCc2nc(NC(=O)C3COc4ccccc4O3)sc2C1 (configuration not stated)	-2%	?	-19%	-3	0	1%	-0.3%	?	-6	1%	-5
10	Cc1cc(C(=O)OCC(=O)NC2CCS(=O)(=O)C2)c(C)n1-c1ccccc1 (configuration not stated)	0%	0%	-3%	-1	0	0%	0.1%	?	20	-2%	-20
11	COc1cc(OC)cc(-n2nnnc2SCC(=O)NCc2cccs2)c1	0%	4%	18%	1	4	0%	0.1%	3%	-3	0%	3
12	COc1ccc(C(=O)Nc2ccc(SC(F)F)cc2)cc1	2%	-2%	-3%	-1	-28	1%	-0.4%	?	-12	2%	2
13	NS(=O)(=O)c1ccc(NC(=O)/C=C/c2ccccc2[N+](=O)[O-])cc1	2%	-1%	-3%	-2	-4	3%	0.2%	7%	4	-2%	-10
14	COc1ccc(C(C)=O)cc1COC(=O)CNC(=O)C1CCCCC1	·	1%	-17%	·	28	5%	-0.2%	1%	-8	·	1
15	Cc1nn2cc(-c3ncc(C(F)(F)F)cc3Cl)cnc2c1Br	-2%	-2%	9%	2	-4	1%	-0.8%	5%	-1	-2%	-3
16	O=C(NCCc1ccccn1)c1cc(-c2ccc(Cl)cc2)nc2ccccc12	3%	3%	-3%	0	9	0%	-0.4%	9%	8	0%	2
17	O=C(Cc1n[nH]c(=O)[nH]c1=O)N/N=C/c1c(O)ccc2ccccc12	-6%	0%	7%	-1	3	-5%	-0.2%	2%	-5	1%	1
18	Cc1ccc(S(=O)(=O)NCCN2CCOCC2)c(C)c1	·	-2%	-17%	-3	16	4%	-0.2%	6%	1	0%	-6
19	COc1ccc(C2CC(=O)C3=C(C2)Nc2ccccc2NC3c2coc3ccccc3c2=O)cc1OC (configuration not stated)	9%	-4%	-7%	-2	8	1%	-1.1%	-11%	11	-2%	11
20	COc1cccc(NC(=O)CSc2nnc(Cc3ccc(OC)c(OC)c3)o2)c1	14µM*	-3%	-5%	0	-7	3%	-0.5%	?	4	-1%	12
21	Cc1ccc(CNC(=O)C2CCN(c3nnc(N4CCCC4=O)s3)CC2)cc1	-2%	10%	-15%	2	-19	1%	-0.4%	0%	3	·	-8
22	COc1cc(OC)c(NC(=O)CS(=O)(=O)Cc2nc(-c3ccc(C)cc3)oc2C)cc1Cl	-15%	-11%	1%	-1	-19	-1%	-0.1%	-2%	-8	3%	-6
23	CCNC(=O)NC(=O)C(C)OC(=O)c1oc2ccccc2c1CSC1CCCCC1 (configuration not stated)	-2%	3%	8%	4	0	-2%	3.1%	6%	10	1%	4
24	CC(C)NC(=O)c1nc2c(nnn2Cc2cccc(Cl)c2)c(=O)[nH]1	3%	21%	-2%	2	5	-1%	-0.3%	-1%	-17	2%	-1
25	Cc1cccn2c(=O)c3cc(C(=O)NC4CCS(=O)(=O)C4)n(Cc4ccccc4)c3nc12 (configuration not stated)	·	4%	-1%	-1	-1	6%	-1.1%	-3%	22	-1%	-1

Structures from the list above containing two or more sulfur atoms (2):
item	SMILES	PKM2 act	uPA surface inh	Eya2 phos inh	Coupling enz	KCNH2 3.1 inh	USP2a inh	B2AR arrestin	BCR signal inh	Giardia kill	GALK inh	KCNH2 WT inh
8	Cc1cccc(NC(=O)CSc2nc(N)c(NC(=O)c3cccs3)c(=O)[nH]2)c1	2%	-20%	-9%	9	-4	2%	-3.6%	0%	11	·	3
11	COc1cc(OC)cc(-n2nnnc2SCC(=O)NCc2cccs2)c1	0%	4%	18%	1	4	0%	0.1%	3%	-3	0%	3

(next part)
item	SMILES	PKM2 act	uPA surface inh	Eya2 phos inh	Coupling enz	KCNH2 3.1 inh	USP2a inh	B2AR arrestin	BCR signal inh	Giardia kill	GALK inh	KCNH2 WT inh
26	CCCOc1cc(C)c(S(=O)(=O)N2CCOCC2)cc1C	-14%	·	-3%	0	·	0%	2.7%	-6%	·	2%	·
27	CCOc1ccc(S(=O)(=O)N2CN3CCN(C3)C2)cc1	5%[11.5 µM]	0%	-5%	0	-35	-3%	0.3%	5%	0	-2%	4
28	O=C1N=c2ccccc2=C1c1sc(=S)n(CC2CCCO2)c1O (configuration not stated)	2%	-10%	-2%	1	19	1%	0.2%	-4%	-2	5%	-2
29	COC(=O)c1ccccc1NC(=O)c1c(Br)cnn1C	-5%	-4%	0%	·	-15	-1%	-0.4%	-3%	-12	2%	1
30	CCN(C(=O)COC(=O)c1c(C)nn(-c2ccccc2)c1C)C1CCS(=O)(=O)C1 (configuration not stated)	-19%	3%	-5%	-1	-5	0%	-0.1%	?	-9	1%	-17
31	COCCn1c(SCC(=O)NC(C)c2ccccc2)nc2ccccc21 (configuration not stated)	1%	0%	10%	8	-5	-1%	-0.5%	14%	-3	16%	-3
32	Cn1ccnc1SCC(=O)Nc1ccc(F)c([N+](=O)[O-])c1	3%	-11%	6%	1	-10	7%	-0.3%	7%	-22	1%	2
33	NS(=O)(=O)c1ccc(Nc2nc(-c3cccnc3)cs2)cc1	0%	-3%	3%	1	15	2%	-0.2%	1%	19	-4%	3
34	COc1ccc(CCNC(=O)CCc2cn(C)c3ccccc23)c(OC)c1	·	5%	-3%	0	-9	-1%	-0.2%	?	9	·	7
35	COc1ccc(OC)c(NC(=O)CN2CCN(C(=O)c3ccco3)CC2)c1	2%	3%	-2%	-4	2	-4%	0.4%	-6%	-20	1%	-1
36	COc1ccc(OCc2cc(C(=O)N3CCC(OC)CC3)no2)c2ccccc12	1%	4%	-5%	·	-6	1%	0.2%	-15%	5	-5%	9
37	COc1ccc(S(=O)(=O)NNC(=O)c2ccc(-n3c(C)ccc3C)cc2)cc1	5%	1%	-1%	0	-7	2%	3.1%	2%	-8	1%	-1
38	Cc1cc(=O)n2c3ccccc3n(CC(O)CN3CCN(Cc4ccccc4)CC3)c2c1C#N (configuration not stated)	24%	?	7%	2	3	5%	-0.9%	4%	43[activator]	1%	2
39	Cn1cccc1C(=O)NC(=O)COC(=O)CCNS(=O)(=O)c1cccc(C(F)(F)F)c1	·	6%	20%	·	-5	1%	-1.0%	-2%	4	·	6
40	CCOc1ccc(/C(O)=C2/C(=O)C(=O)N(CCCn3ccnc3)C2c2cccs2)cc1Cl (configuration not stated)	-2%	3%	-28%	13	-15	1%	-0.9%	-16%	6	0%	2
41	Cc1ccc(CNS(=O)(=O)c2ccc(C)s2)cc1	·	-5%	8%	·	9	1%	0.0%	-1%	15	4%	-13
42	CCOC(=O)C1CCN(C(=O)CN(c2ccc3c(c2)OCCO3)S(=O)(=O)c2ccccc2)CC1	·	-7%	8%	·	-3	3%	-0.5%	-1%	-7	·	4
43	Clc1ccc(OCCCNCc2ccccc2)c(Br)c1	2%	8%	-9%	1	-21	-5%	-0.1%	2%	-5	3%	4
44	CCn1c(C)c(C)c2cc(C(=O)N3CCCC3)ccc21	·	9%	-28%	·	-5	2%	0.4%	-26%	-3	-2%	-12
